Screens as filed in PubChem BioAssay.
SRC1 TRFRET art: TR-FRET detection interference compounds, primary screen, artefact control for PPARgamma SRC-1 recruitment agonists, biochemical, TR-FRET emission ratio | TR-FRET detection artefact counter-screen; active compounds read high | 99,000 tested, 0.34% active | TR-FRET ratio at 8 µM; in the data active = TR-FRET ratio above about 2300; also: inactives centre near 1800
SRC3 TRFRET art: TR-FRET detection interference compounds, artefact control for PPARgamma SRC-3 recruitment agonists, biochemical, TR-FRET ratio | TR-FRET artefact counter-screen, PPARgamma/SRC-3 format; active compounds read high | TR-FRET ratio at 8 µM | 99,000 tested, 0.39% active; in the data active = TR-FRET ratio above about 2000; also: inactives centre near 1600
The depositor's hits bear a star. This is a subset (hit frequency here may not be typical).

SMILES	SRC1 TRFRET art	SRC3 TRFRET art
COC(=O)C1=C(C)N(c2ccccc2)C(=S)NC1c1ccccc1C(F)(F)F (centres undefined)	1708	1414
COc1ccc(OC)c(NC(=O)/C=C/c2ccccc2[N+](=O)[O-])c1	1830	1564
COc1ccc(NC(=S)N(CCCN2CCOCC2)C(C)c2cc3ccccc3o2)cc1 (centres undefined)	1799	1478
COc1cnn(-c2ccc(F)cc2)c(=O)c1Br	1956	1739
COc1ccccc1C(=O)COC(=O)c1ccccc1O	1998	1611
CC(C)n1nnnc1C(c1ccc(F)cc1)N1CCN(C2CCCC2)CC1 (centres undefined)	1538	1700
Cc1nc2c(Br)c(C)nn2c2c1CCC2	1716	1660
N/C(Cc1ccc([N+](=O)[O-])cc1)=N\OC(=O)c1ccc(Br)cc1	1872	1606
Cc1ccc(C(=O)Nc2ccccc2Sc2ccccc2)cc1	1622	1353
Nc1nnc(SCc2nnc(-c3ccccc3)o2)s1	1687	1600
COc1cccc(NC(=O)CN(C)CC(=O)Nc2ccc(Cl)cc2[N+](=O)[O-])c1	1610	1342
Cc1nn(-c2ccccc2)c(Cl)c1/C=N/Nc1nc2ccccc2n1C	1689	1696
O=C(O)c1cccc(NS(=O)(=O)c2ccc3c(c2)OCCCO3)c1	1733	1590
CCOC(=O)c1cc2c(=O)n3ccccc3nc2n(CC2CCCO2)c1=NC(=O)/C=C/c1ccccc1 (centres undefined)	1696	1471
Cc1cc(C)c(C#N)c(SCc2cn3ccccc3n2)n1	1580	1580
CC(C)CNC(=O)c1cccc(NC(=O)COc2ccc([N+](=O)[O-])cc2)c1	2018	1639
NNC(=S)NC1CCCCC1	1786	1566
Cn1c(SCC(=O)N/N=C/C=C/c2ccccc2[N+](=O)[O-])nc2ccccc21	1874	1740
Cc1ccc2c(c1)C(c1ccncc1)=NNC(c1ccccc1)=N2	1538	1556
Cc1cc(C)n(C(=O)c2ccccc2[N+](=O)[O-])n1	1861	1529
Cc1ccnc2nc(C(=O)OCC(=O)Nc3ccccc3C(C)(C)C)nn12	1639	1526
COC(=O)Cn1ncc(N2C3CC(CC(C)(C)C3)C2C)c(Cl)c1=O (centres undefined)	1875	1732
OCCC1CN(Cc2ccccc2OC2CCCC2)CCN1Cc1ccsc1 (centres undefined)	1753	1674
C=CCN(CC=C)c1nc2ccccc2nc1C(C#N)C(=O)OC(C)C (centres undefined)	1849	1721
CCCCN=C(NNc1ccc(Br)cc1)C(=O)OCC	1875	1387

Additional entries follow:
SMILES	SRC1 TRFRET art	SRC3 TRFRET art
COc1ccc(N2CCN(C(=O)Cc3ccc(S(=O)(=O)N4CCOCC4)s3)CC2)cc1	1540	1571
CCn1c(CNC(=O)c2ccccc2F)nnc1SCC(=O)NC1CCCCC1C (centres undefined)	1772	1640
CCn1c(SCC(=O)Nc2ccc(C)cc2)nc2nc3c(cc2c1=O)CCCC3	1612	1552
Cc1ccc(NC(=O)COC(=O)CCc2ccc(S(=O)(=O)N3CCOCC3)cc2)c(C)c1	1787	1417
CCN(CC)S(=O)(=O)c1ccc2[nH]c(=O)cc(C(=O)Nc3cccc(C(C)=O)c3)c2c1	2159	1693
CCOC(=O)C1CCCN(CC(=O)Nc2cc(C)cc(C)c2)C1 (centres undefined)	1771	1733
O=C1CCCC(c2ccccc2)N1 (centres undefined)	1756	1438
COC(=O)c1c(-c2ccccc2)csc1NC(=O)C1CC=CCC1C(=O)O (centres undefined)	1967	1794
COc1ccc(CCN(Cc2cccs2)S(=O)(=O)c2ccc(S(=O)(=O)N3CCCCCC3)cc2)cc1OC	1794	1631
O=C(CN1C(=O)c2ccccc2C1=O)Nc1ccccc1F	1626	1391
O=C(N/N=C/c1cccc(F)c1)c1c(O)c2ccccc2[nH]c1=O	2006	1507
O=C(CCCn1cc([N+](=O)[O-])cn1)N1CCCCC1	1568	1463
CCOc1ccc(/C=N/OCC(=O)Nc2cc(C)on2)cc1	1616	1633
C[N+]12CCC(CC1)C(OC(=O)C(O)(c1ccccc1)c1ccccc1)C2 (centres undefined)	1772	1731
CCCCC1(C)OC(=O)C(=Cc2c[nH]c3ccccc23)C(=O)O1 (centres undefined)	1868	1752
COc1cccc(OCC(O)CN2CCN(c3ncccn3)CC2)c1 (centres undefined)	1752	1433
Cc1cc(C)c2sc(NNC(=O)c3ccc(S(=O)(=O)N4CCc5ccccc5C4)cc3)nc2c1	1733	1420
CN1CCCN(C(=O)/C=C/c2ccc(F)cc2)CC1	1928	1614
CCc1c(C)nn(C(=O)/C(C#N)=C\N(C)C)c1C	1852	1645
O=C(Cc1ccccc1)Nc1cccc(C(=O)O)c1O	1908	1303
Cc1c(NC(=O)Cc2ccccc2)cccc1C(=O)NN1C(=O)c2ccccc2C1=O	1730	1411
CC(=O)Nc1ccc(SCC(=O)N(C)C2CCS(=O)(=O)C2)cc1 (centres undefined)	1811	1249
COC(=O)c1ccc(-c2ccc(C(=O)N3CCCN(C)CC3)cc2)cc1	1945	1691
COc1ccc2nc(NC(=O)CS(=O)(=O)Cc3ccccc3)sc2c1	1714	1494
NC(=O)CSc1nnc(COc2ccccc2)n1Cc1ccco1	2000	1561

Next part:
SMILES	SRC1 TRFRET art	SRC3 TRFRET art
CSCCC(NC(=O)c1cccc([N+](=O)[O-])c1)C(=O)O (centres undefined)	1756	1801
O=C(O)CCC(CNS(=O)(=O)c1ccccc1)C(F)(F)F (centres undefined)	1684	1793
CC(=O)c1ccc(OCC(O)CN2CCN(CCN3C(=O)c4cccc5cccc(c45)C3=O)CC2)cc1 (centres undefined)	1847	1579
C/C(=N/N=C/c1ccc(N(C)C)cc1)c1ccccc1	1697	1577
CCN=C(NS(=O)(=O)c1ccc(Br)cc1)c1ccc(Cl)cc1	2229	1716
O=C(Nc1ccc(C(=O)N2CCOCC2)cc1)c1cnn2c(C(F)F)cc(-c3ccccc3)nc12	1922	1575
CCOc1ccccc1C(=O)Nc1cccc(-c2ccc3nncn3n2)c1	1860	1712
O=C(CCCSc1nc2ccccc2[nH]1)NCc1ccccc1F	1649	1412
CCCNC(=O)C12CCC(C)(C(=O)C1Br)C2(C)C (centres undefined)	1465	1609
COc1ccccc1CCc1nnc(CCC(=O)NCC(C)Oc2cccnc2)o1 (centres undefined)	1642	1435
C/C(=N\NC(=O)c1cc(-c2ccc(C)s2)[nH]n1)c1ccco1	1944	1551
Cc1ccnc(NS(=O)(=O)c2ccc(NC(=O)C3COc4ccccc4O3)cc2)n1 (centres undefined)	1932	1744
COc1cc2c(cc1OC)C(c1cccc([N+](=O)[O-])c1)N(C(=O)c1ccccc1C(=O)O)CC2 (centres undefined)	1985	1724
O=[N+]([O-])c1ccc(N2CCCCC2)cc1SCCO	1597	1722
O=C(/C(C=Nc1ccc(Br)cc1)=C(/O)c1ccco1)C(F)(F)F	1710	1422
CN(C)c1nc(NCc2ccccc2)nc(N/N=C/c2ccccc2F)n1	1702	1504
O=C(O)c1ccccc1-c1nc2ccccc2[nH]1	1771	1660
COC(=O)Nc1ccc(S(=O)(=O)N2CCCC(C(=O)N3CCCCCC3)C2)cc1 (centres undefined)	1693	1569
Cc1nn(C(C)C(=O)O)c(C)c1[N+](=O)[O-] (centres undefined)	1511	1396
COC(=O)Cn1c(=NC(=O)c2ccc(OC)c(OC)c2)sc2cc(OC)ccc21	2011	1650
c1ccc(COc2ccccc2CNC2CCCC2)cc1	1856	1403
COc1ccccc1NCC(O)COc1ccc(C(C)(C)C)cc1 (centres undefined)	1978	1664
CC(C)CCNC(=O)CN(Cc1ccco1)C(=O)c1snc(C(N)=O)c1N	2134	1540
Cc1[nH]nc(SCC(=O)NCc2ccc(Cl)cc2)c1[N+](=O)[O-]	1802	1480
CCCCCC1CC(CC#CCN2CCOCC2)C(=O)O1 (centres undefined)	1884	1307

More entries.
SMILES	SRC1 TRFRET art	SRC3 TRFRET art
CC(=O)c1c(N2CCN(C)CC2)nc(=S)n(Cc2ccccc2)c1C	1832	1618
COC(=O)CC1Oc2ccccc2N(Cc2ccccc2)C1=O (centres undefined)	1519	1566
CCOc1cc(NC(=S)N2CCC(C(N)=O)CC2)c(C(=O)OC)cc1OCC	1913	1620
CC(C)CN1C(=O)/C(=C/c2ccco2)NC1=S	1520	1516
COc1cc(NC(=O)C2CC2)c(OC)cc1NC(=O)CCC(=O)NC1CCN(Cc2ccccc2)CC1	1556	1442
CCC(CC)C(=O)N1CCN(Cc2nc3ccccc3c(=O)[nH]2)CC1	1773	1568
COc1ccc(CCNC(=O)CCC(=O)Nc2ccc3nc(N4CCN(C)CC4)cc(C)c3c2)cc1OC	1933	1760
O=C1CCC/C(=N\NC(=O)c2ccc(COc3ccccc3-c3ccccc3)cc2)C1	1467	1435
CCc1nnc(NC(=O)CCc2c[nH]c3ccccc23)s1	1845	1577
ClC1(Cl)CC1Cn1cnc2ccccc21 (centres undefined)	1818	1494
CCc1ccc(NC(=O)C(NS(=O)(=O)c2cccc3nsnc23)c2ccccc2)cc1 (centres undefined)	1703	1752
O=C(CN1CCN(c2ccccc2)CC1)Nc1cccc([N+](=O)[O-])c1	1914	1535
CC1CCc2nc(/C(C#N)=C/c3ccncc3)sc2C1 (centres undefined)	1743	1546
CS(=O)(=O)c1ccc(C(=O)Nc2ccccc2N2CCOCC2)c(Cl)c1	1592	1538
c1ccc(CCNc2ncnc3ccccc23)cc1	1989	1558
CSCCC(NC(=O)c1cccc([N+](=O)[O-])c1)c1nc2ccccc2[nH]1 (centres undefined)	1737	1542
COCc1c(C(=O)Nc2ccc(Cl)cc2F)oc2ccccc12	1626	1537
COc1cc(CNC(=O)c2nc(Cn3nc(C)c(Br)c3C)no2)cc(OC)c1	1752	1539
COc1ccc(N(C(=O)CNC(=O)c2cccs2)C(C(=O)NCC2CCCO2)c2ccccc2)cc1OC (centres undefined)	1920	1647
Cn1c(C(=O)N2CCCC(C(=O)c3ccc(C(F)(F)F)cc3)C2)cc(=O)n(C)c1=O (centres undefined)	1752	1520
O=C(N/N=C/c1c[nH]c2ccccc12)c1cc(-c2cccc3ccccc23)n[nH]1	1639	1780
O=C(CCCOc1ccc(Cl)cc1Cl)N1CCN(c2ccccn2)CC1	2004	1457
CC(C)(C)c1nnc(N/N=C/c2cc(Br)ccc2O)n(N)c1=O	1835	1466
O=C(/C=C1\SC(=O)N(CC(=O)Nc2ccc(F)cc2)C1=O)Nc1ccc(Cl)cc1	1871	1887
O=C(O)c1cc2cc(F)ccc2[nH]1	1772	1668

Of the compounds above, 10 have a Cl atom:
SMILES	SRC1 TRFRET art	SRC3 TRFRET art
COc1cccc(NC(=O)CN(C)CC(=O)Nc2ccc(Cl)cc2[N+](=O)[O-])c1	1610	1342
Cc1nn(-c2ccccc2)c(Cl)c1/C=N/Nc1nc2ccccc2n1C	1689	1696
COC(=O)Cn1ncc(N2C3CC(CC(C)(C)C3)C2C)c(Cl)c1=O (centres undefined)	1875	1732
CCN=C(NS(=O)(=O)c1ccc(Br)cc1)c1ccc(Cl)cc1	2229	1716
Cc1[nH]nc(SCC(=O)NCc2ccc(Cl)cc2)c1[N+](=O)[O-]	1802	1480
ClC1(Cl)CC1Cn1cnc2ccccc21 (centres undefined)	1818	1494
CS(=O)(=O)c1ccc(C(=O)Nc2ccccc2N2CCOCC2)c(Cl)c1	1592	1538
COCc1c(C(=O)Nc2ccc(Cl)cc2F)oc2ccccc12	1626	1537
O=C(CCCOc1ccc(Cl)cc1Cl)N1CCN(c2ccccn2)CC1	2004	1457
O=C(/C=C1\SC(=O)N(CC(=O)Nc2ccc(F)cc2)C1=O)Nc1ccc(Cl)cc1	1871	1887

In a second layout: entries from further up
Values run as follows: SRC1 TRFRET art | SRC3 TRFRET art
CCC(CC)C(=O)N1CCN(Cc2nc3ccccc3c(=O)[nH]2)CC1
→ 1773 | 1568
COc1ccc(CCNC(=O)CCC(=O)Nc2ccc3nc(N4CCN(C)CC4)cc(C)c3c2)cc1OC
→ 1933 | 1760
O=C1CCC/C(=N\NC(=O)c2ccc(COc3ccccc3-c3ccccc3)cc2)C1
→ 1467 | 1435
CCc1nnc(NC(=O)CCc2c[nH]c3ccccc23)s1
→ 1845 | 1577

One compound at a time (already shown). Screens in order: SRC1 TRFRET art	SRC3 TRFRET art
Record of CC(C)(C)c1nnc(N/N=C/c2cc(Br)ccc2O)n(N)c1=O = 1835	1466
Record of ClC1(Cl)CC1Cn1cnc2ccccc21 (centres undefined) = 1818	1494
Record of O=C(/C=C1\SC(=O)N(CC(=O)Nc2ccc(F)cc2)C1=O)Nc1ccc(Cl)cc1 = 1871	1887
Record of CCc1nnc(NC(=O)CCc2c[nH]c3ccccc23)s1 = 1845	1577

Further entries follow:
SMILES	SRC1 TRFRET art	SRC3 TRFRET art
COc1ccc(C(=O)CSc2nnc3ccc(-c4ccccn4)nn23)cc1	1540	1584
COC(=O)C1CCCN1C(=O)COc1ccc(Cl)cc1Br (centres undefined)	1722	1578
O=C(c1cnccn1)N1CCc2ccccc21	1740	1339
O=[N+]([O-])c1ccc(Cc2nnc(-c3ccccc3Cl)o2)cc1	1738	1625
CC(NC(=O)CCNC(=O)c1ccccc1Cl)C1CC2CCC1C2 (centres undefined)	1692	1654
CCN1C(=O)/C(=C2/C=Cc3cc(C)ccc3N2CC)N(C)C1=S	1971	1762
COc1ccc(NC(=O)c2cc(Cl)ccc2Cl)c([N+](=O)[O-])c1	1739	1593
COc1ccc(C2C(C(=O)/C=C/c3ccco3)=C(O)C(=O)N2CCN2CCOCC2)cc1 (centres undefined)	1498	1473
COc1cccc(CN2CCC(C(=O)N3CCN(c4ccccc4F)CC3)CC2)c1OC	1863	1583
Cc1ccc(/C=C/C(=O)NCc2cccs2)o1	1755	1562
O=C(Nc1cccnc1)c1cccc(F)c1	1766	1586
COc1ccc(Cl)cc1NC(=O)Cn1nc(-c2ccc(C)cc2)n(C)c1=S	1716	1560
COc1ccc(S(=O)(=O)N(CC(=O)NCCC(C)C)c2ccccc2)cc1OC	2031	1549
COc1ccc(NC(=O)CCSc2ccc(C)cc2)cc1	1712	1418
COc1ccc(F)cc1C(=O)C1CCCN(Cc2cccn2-c2ccccn2)C1 (centres undefined)	1551	1419
O=C(/C=C\c1ccc(-c2cccc([N+](=O)[O-])c2)o1)N1CCOCC1	1691	1387
CCN(C(=O)c1ccc(S(C)(=O)=O)cc1)C12CC3CC(CC(C3)C1)C2	1873	1487
